MITF primary: inhibitors of human MITF | AlphaScreen MITF homodimerization, bead proximity signal | 0.91% of 650,000 active | inhibition, % at 2.6 µM; in the data active means inhibition above about 50%;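 further: 0% = vehicle wells with protein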
Target sequence (O75030 whole entry, looked up): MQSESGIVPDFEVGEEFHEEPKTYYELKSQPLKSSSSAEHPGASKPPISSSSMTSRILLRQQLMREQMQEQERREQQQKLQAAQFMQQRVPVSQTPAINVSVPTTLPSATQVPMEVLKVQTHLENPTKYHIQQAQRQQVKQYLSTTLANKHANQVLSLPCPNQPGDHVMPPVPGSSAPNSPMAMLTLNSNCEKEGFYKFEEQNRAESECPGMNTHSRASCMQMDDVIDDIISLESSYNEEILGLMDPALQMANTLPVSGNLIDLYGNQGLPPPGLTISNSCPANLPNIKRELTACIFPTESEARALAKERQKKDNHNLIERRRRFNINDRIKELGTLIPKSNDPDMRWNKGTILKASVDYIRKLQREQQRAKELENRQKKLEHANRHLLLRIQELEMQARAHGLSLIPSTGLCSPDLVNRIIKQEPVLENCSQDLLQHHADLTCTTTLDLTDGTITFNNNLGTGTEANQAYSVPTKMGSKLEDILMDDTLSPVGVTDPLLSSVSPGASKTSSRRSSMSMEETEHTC
FBW7 activator: human FBW7 E3 ligase activation, primary screen; Q969H0; AlphaScreen FBW7–phospho-cyclin E peptide binding, activator screen; normalized activity (activation), % at 26.1 µM; 0.13% of 650,000 active; AID 1259310; in the data active means normalized activity above about 1.9%;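 further: purified mutant Fbw7 with reduced substrate affinity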
TEAD-YAP block: TEAD-YAP interaction inhibition | HEK-TIYL cells, TEAD-Gal4/YAP UAS-luciferase luminescence | inhibition, % at 9.12 µM | 1.4% of 640,000 active; in the data active means inhibition above about 32%;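 further: 0% = median of test compound wells and 100% = reference inhibitor wells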
GPR151 activ: activators of human GPR151 | PathHunter beta-arrestin GPR151 cells, luminescence | activation, % at 11.2 µM | Q8TDV0 | 1% of 650,000 active | AID 1508602; in the data active means activation above about 4.9%;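 further: 0% = median of compound wells and 100% = cells with positive control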
Target sequence (Q8TDV0 whole entry, looked up): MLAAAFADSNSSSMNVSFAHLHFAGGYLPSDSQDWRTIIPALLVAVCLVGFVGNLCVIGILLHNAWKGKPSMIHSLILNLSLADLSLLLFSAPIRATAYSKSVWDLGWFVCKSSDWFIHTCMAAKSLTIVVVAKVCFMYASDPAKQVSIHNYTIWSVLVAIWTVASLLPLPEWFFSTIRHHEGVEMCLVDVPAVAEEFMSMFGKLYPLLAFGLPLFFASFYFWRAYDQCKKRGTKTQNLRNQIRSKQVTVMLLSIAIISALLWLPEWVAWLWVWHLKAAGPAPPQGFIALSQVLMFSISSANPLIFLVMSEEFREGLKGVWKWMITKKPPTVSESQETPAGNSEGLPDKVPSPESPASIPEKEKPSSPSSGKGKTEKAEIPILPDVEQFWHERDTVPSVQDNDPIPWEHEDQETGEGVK
An asterisk follows results filed as active; & = joins results of further samples.

SMILES	MITF primary	FBW7 activator	TEAD-YAP block	GPR151 activ
COc1ccc2cc(CCNC(=O)c3ccc(Cl)c([N+](=O)[O-])c3)c(=O)[nH]c2c1	-12	-0.3	-2	-0.2
CN(C)c1cccc(Nc2nc3ccc(C(=O)NC4CC4)cc3s2)c1	0	0.1	-38	-0.6
Cc1nc(SCC(=O)N2CCCC2)c2c3c(sc2n1)CCC3	6	0.8	-3	0.2
CCn1c2ccccc2c2cc(NC(=O)c3cc(-c4ccc(Cl)cc4)nc4ccccc34)ccc21	8	0.0	-24	0.1
COc1ccc(Cl)cc1NC(=O)CCn1nc(C)cc1C	14	0.4	12	-0.5
CC(C)(C)NC(=O)/C(=C/c1ccco1)c1ccccc1	10	-0.1	-5	-1.5
O=C1CCCN1CCCNc1ccnc(Nc2cnccn2)n1	-7	0.1	-10	-0.4
CCOC(=O)/C(C#N)=C\c1c(C)cc(C)c(COC)c1C	2	-0.1	9	4.4
OC(COc1ccccc1CNCCc1cccnc1)CN1CCc2ccccc2C1 (stereo not drawn)	5	0.1	9	2.0
CCOC(=O)C1=C(C)N(c2ccc(C)cc2)C(=O)/C1=C\c1ccc(OC)cc1	1	0.2	0	-0.5
O=C(CCN1C(=O)c2ccccc2C1=O)N1CCN(C(c2ccccc2)c2ccccc2)CC1	10	0.0	0	0.2
O=C(NCC1CCCCC1)c1ccc2c(c1)S(=O)(=O)c1ccccc1C2=O	-7	-0.1	5	0.9
O=[N+]([O-])c1cccc(Cl)c1NCCNS(=O)(=O)c1ccc2ccccc2c1	-10	-0.2	3	0.9
COc1ccc(C2(CC(=O)N3CCCC(OC)C3)CC(=O)N(C3CC3)C2=O)cc1 (stereo not drawn)	1	0.0	-1	-0.4
CC(C)CCNC(=O)C1CCCCN1S(=O)(=O)c1ccc(F)cc1 (stereo not drawn)	-24	-0.1	2	-0.4
O=C(COc1ccccc1F)NCC1(c2cccs2)CC1	-17	-0.1	6	2.3
N#Cc1cccc(NC(=O)c2nn(Cc3ccccc3)c(=O)c3ccccc23)c1	3	-0.1	-10	3.6
O=C(NC1CC1)c1csc(NCCN2CCOCC2)n1	1	-0.1	5	1.1
CC(C)C(=O)N1CCCC(c2c(S(C)(=O)=O)cnc3ncnn23)C1 (stereo not drawn)	14	0.1	6	0.5
CC1CCCCN1C(=O)Cn1cnc2sc3c(c2c1=O)CCCC3 (stereo not drawn)	12	-0.1	-22	-0.4
OCCN(CC(O)Cn1ccc2ccccc21)CC(O)Cn1ccc2ccccc21 (stereo not drawn)	10	0.1	4	0.9
COc1ccc(NC(=O)c2sc3nc4c(c(-c5ccc(C)o5)c3c2N)CCCC4)cc1	11	1.3	-8	-0.7
COc1ccc(CN2C[C@@H]3C[C@@H](c4sccc4C)N4CCC[C@@]34C2=O)cc1	11	0.0	-9	1.4
O=C(Nc1ccncc1)c1cc(F)c(F)cc1Cl	19	0.9	2	-0.3
CCCOc1ccccc1NC(=O)Nc1ccc(OC)cc1	-11	-0.1	-24	-2.0
COc1ccccc1-c1nc(-c2cccc(C)c2)no1	16	0.8	-52	-3.2
COc1ccc(N=c2oc3ccc(Br)cc3cc2-c2nc3ccccc3[nH]2)cc1	-12	-0.1	-14	-0.8
CCc1c(C)nc(-n2nc(C)cc2NC(=O)c2ccc(-c3ccccc3)cc2)[nH]c1=O	2	0.1	7	-0.6
O=C(Nc1ccccc1C(F)(F)F)C1CC2CCCC(C1)C2=O (stereo not drawn)	1	-0.1	-2	0.8
CC1CCCCN1C(=O)CSc1nc2ccccc2n1CC(=O)NC(C)(C)C (stereo not drawn)	2	0.1	9	1.1
COc1ccc(NC(=O)CN(C)S(=O)(=O)c2cc(Br)cnc2N)cc1	10	0.0	5	0.7
CC(C)OC1OC(=O)C(Cl)=C1N1CCOCC1 (stereo not drawn)	-3	0.0	-7	0.5
COc1cc(-c2nc3cnccn3c2Nc2ccc3c(c2)OCCO3)ccc1O	-3	0.0	-6	1.7
CSc1ncccc1C(=O)OCC(=O)NCc1ccco1	11	-0.1	0	0.0
Cc1cn(COCc2ccccc2)c(=O)[nH]c1=O	6	-0.2	4	-1.5
COc1cc2c(C#N)c(OC)nc3c2c(n1)NC(C)(c1ccc(Br)cc1)N3 (stereo not drawn)	-4	0.1	6	3.6
CC(C)(C)CN1CCNC(=O)C1CC(=O)NCCCn1ccc2ccccc21 (stereo not drawn)	10	0.2	-2	-0.5
Cn1cccc1/C=N/NC(=O)CNc1ccc2ccccc2c1	32	0.9	18	-0.8
O=C(N/N=C\c1ccco1)Nc1cccc(Cl)c1	13	0.1	-56	2.3
Cc1nc2ccccc2nc1SCC(=O)N1CCCCCC1	-8	0.1	-1	0.5
COc1ccc(-n2nc(C(=O)NCC(=O)NCCCN3CCOCC3)c3ccccc3c2=O)cc1OC	1	0.0	6	-0.3
CC(C)(CO)NC(=O)c1ccc(Cl)c(S(=O)(=O)N2CCCCC2)c1	-2	-0.1	-1	-0.7
CCN(Cc1ccncc1)C(=O)CC1C(=O)NCCN1Cc1ccc(OC)c(OC)c1 (stereo not drawn)	0	-0.1	0	0.2
COc1ccccc1N1CCN(C(=O)CCCC2=NS(=O)(=O)c3ccccc3N2)CC1	9	0.2	13	0.8
Cc1cc(C)cc(NC(=O)CN2C(=O)C(C)SC(C)C2=O)c1 (stereo not drawn)	-2	-0.2	6	-1.2
CNC(=O)C(=O)NCC1OCCCN1S(=O)(=O)c1cccs1 (stereo not drawn)	-5	-0.1	-6	1.4
CC1CC(C)CN(C(=O)CSc2nc3ccccc3c3nc(-c4ccccc4)nn23)C1 (stereo not drawn)	-25	-0.1	-11	1.6
Clc1ccc(Nc2nc(-c3cccs3)cs2)nc1	-2	-0.6	-57	0.0
COc1cc(/C=N/N=C(/c2ccccc2)C23CN4CN(CN(C4)C2)C3)cc(OC)c1OC	-22	-0.1	2	0.4
CCSc1nnc(NC(=O)CCCc2nc3ccccc3c(=O)[nH]2)s1	-3	0.0	-2	-0.5
COC(=O)c1ccccc1NC(=O)CSc1nnnn1-c1ccc(Cl)c(C(=O)O)c1	12	0.2	5	0.3
Cc1cccc(OCC(=O)Nc2ccc(N3CCCS3(=O)=O)cc2)c1	-9	-0.3	-3	0.2
COc1cc(OC)c2c(c1)OC(c1ccccc1)CC2=O (stereo not drawn)	3	0.0	-11	-1.0
O=S(=O)(CCC1=NS(=O)(=O)c2ccccc2N1)c1ccccc1	15	0.0	10	-1.0
CCC(=O)NCCc1cc2ccc(OC)cc2[nH]c1=O	5	-0.2	1	0.0
Nc1cc(Cl)ccc1C(=O)OCC(=O)NC(c1ccccc1)c1ccccc1	7	0.1	1	0.6
COc1cccc(CN2CCCCC2)c1O	12	0.2	-1	1.2
CC(=O)NC(=S)Nc1cccc(S(=O)(=O)NC2=NCCC2)c1	-4	0.0	-2	1.7
CCOC(=O)C1=C(C)N=c2s/c(=C\c3ccc(-c4cc(C)c(C)c([N+](=O)[O-])c4)o3)c(=O)n2C1c1ccc(Cl)cc1 (stereo not drawn)	6	0.0	-4	-1.7
O=C(Nc1cccc2c1CCCC2)c1cccs1	-15	0.6	-6	-2.4

Further records
SMILES	MITF primary	FBW7 activator	TEAD-YAP block	GPR151 activ
CCc1ccccc1-n1c(=O)oc2c(Br)cc(Br)cc2c1=O	-1	-0.1	-1	0.4
COc1ccc(-n2cc(-c3ccccc3)c3c(NCC(OC)OC)ncnc32)cc1	3	-0.2	-6	-1.1
COC(=O)[C@@H]1CCCN1Cc1c(C(=O)N2CCCCC2)nc2c(C)cccn12	-8	-0.1	-2	2.5
Cc1cccc(-n2c(CNC(=O)c3ccco3)nnc2SCC(=O)N2N=C(c3ccc(Br)cc3)CC2c2ccc(F)cc2)c1 (stereo not drawn)	-4	0.1	1	1.1
Cc1nc(N2CCOCC2)c2c(C)c(C(=O)Nc3ccc(Cl)cc3)sc2n1	-25	0.1	-5	0.2
O=c1cc(CC(O)(c2nc3ccccc3s2)C(F)(F)F)[nH]c(=O)[nH]1 (stereo not drawn)	11	0.1	-7	-1.4
CC(C)c1c(C#N)c(N)nc2sc(C(=O)c3ccc([N+](=O)[O-])cc3)c(N)c12	15	-0.2	18	-0.3
C=CCN1C(=O)C(C#N)=C(C)/C(=C\c2ccc(-c3ccc4c(c3)COC4=O)o2)C1=O	10	0.0	-5	-0.5
O=C(CN1CCC(C(=O)c2ccccc2)CC1)Nc1ccc(Br)cc1	-1	-0.1	7	-0.8
Cc1cc(NS(=O)(=O)c2ccc(NC(=O)c3ccccc3C)cc2)no1	6	0.1	1	0.7
CC(C)CCN1CCN(Cc2ccc3cc(F)ccc3n2)CC1CCO (stereo not drawn)	-5	0.1	-2	0.0
CC(C)CCNCC(O)Cn1c2ccc(Cl)cc2c2cc(Cl)ccc21 (stereo not drawn)	1	0.1	-11	0.7

Quoted from the listing:
FBW7 activator result of CC(C)CCNCC(O)Cn1c2ccc(Cl)cc2c2cc(Cl)ccc21 (stereo not drawn) stands at 0.1
FBW7 activator result of O=C(CN1CCC(C(=O)c2ccccc2)CC1)Nc1ccc(Br)cc1 stands at -0.1

More results.
Values in the order – MITF primary | FBW7 activator | TEAD-YAP block | GPR151 activ
COc1ccccc1OCCCOc1c(OC)cccc1OC
  -14 | -0.1 | 0 | 0.9
COc1ccccc1NC(=O)NCC1CCN(Cc2ccco2)CC1
  11 | 0.7 | 11 | -0.5
Nc1c(C(=O)Nc2ccc([N+](=O)[O-])cc2)sc2nc3c(c(-c4ccc(Cl)cc4)c12)CCC3
  11 | 0.5 | 2 | -0.3
Brc1ccc(-c2ccc3nnc(SCc4ccccn4)n3n2)cc1
  20 | 0.1 | 9 | 0.1
CCN1C(=O)/C(=N\N2C(=O)CSC2=S)c2ccccc21
  16 | -0.1 | 4 | -0.2
Oc1ccccc1/C=N/c1nc2c(O)cccc2s1
  5 | 0.7 | 1 | -1.5
CNC(=O)C(=O)N/N=C/c1cccs1
  4 | 0.0 | -6 | 0.9
CCNC(=O)C(=O)Nc1cc(Cl)ccc1C
  -4 | -0.2 | 1 | 0.1
Cc1ccn2nc(C(=O)Nc3nn4cc(-c5ccc(Cl)cc5)nc4s3)nc2n1
  7 | -0.1 | -37 | -1.1
Cc1cc(CN2CCOCC2)oc1C(=O)N1CCN(Cc2ccco2)C[C@@H]1C(C)C
  -1 | -0.1 | -1 | 0.6
CCCNC(=O)c1ccc2c(c1)C(=O)N(Cc1ccco1)C2=O
  18 | -0.3 | 4 | 0.3
COCCNc1ccc2ncc(-c3ccc4[nH]ccc4c3)n2n1
  -30 | 0.1 | -9 | -0.7
O=C(Cc1ccccc1)Nc1ccccn1
  2 | 0.4 | -9 | 2.0
COc1ccc(OC)c(-n2c(O)c(C=Nc3ccc(F)cc3)c(=O)[nH]c2=S)c1
  -7 | -0.1 | 9 | 4.3
COc1ccc(CCNc2nc(Nc3ccccn3)nc3c2ncn3C(C)C)cc1
  -6 | -0.1 | -1 | 4.5
C=CCN1CC(c2nc3ccccc3n2CC=C)CC1=O (stereo not drawn)
  -2 | -0.1 | 3 | -0.7
c1coc(CN2CCc3nncn3CC2)c1
  -4 | 0.0 | 3 | -0.2
CCOC(=O)CC(=O)CSc1nc2c(cc1C#N)CCCCCC2
  -8 | 0.1 | -3 | -1.7
Fc1ccc(NC(=S)N2CCC3(CC2)OCCO3)c(F)c1
  -3 | -0.1 | -18 | 1.0
Cc1csc(NC(=O)CSc2nnc(C)n2Cc2ccco2)n1
  -5 | -0.1 | -3 | -0.8

Sorted by length of the SMILES (high to low): part of the list above.
Values in the order – MITF primary | FBW7 activator | TEAD-YAP block | GPR151 activ
Cc1cc(CN2CCOCC2)oc1C(=O)N1CCN(Cc2ccco2)C[C@@H]1C(C)C
  -1 | -0.1 | -1 | 0.6
Cc1ccn2nc(C(=O)Nc3nn4cc(-c5ccc(Cl)cc5)nc4s3)nc2n1
  7 | -0.1 | -37 | -1.1
COc1ccccc1OCCCOc1c(OC)cccc1OC
  -14 | -0.1 | 0 | 0.9

Next structures.
Values in the order – MITF primary | FBW7 activator | TEAD-YAP block | GPR151 activ
Cc1cccc(NC(=O)c2cccc([N+](=O)[O-])c2C)c1C
  -3 | 0.0 | 9 | 0.3
C/C(=N/NC(=O)c1sc(NS(=O)(=O)c2ccccc2)nc1C)c1ccc(F)cc1
  4 | -0.1 | -1 | 1.2
O=C(COc1ccccc1)NCCc1nnc2n1CCN(Cc1nccs1)CC2
  -4 | 0.0 | 5 | 0.5
CC(=O)NNc1nc(-c2ccccc2)cs1
  -6 | -0.2 | -13 | 1.4
COc1ccc(NC(=O)CSc2ncnc3c2nnn3-c2ccc(C)cc2)cc1OC
  2 | 0.0 | 4 | 0.2
Cn1ccc2cc(-c3ccc(C(=O)NCc4cccnc4)s3)ccc21
  15 | 0.0 | 9 | 0.7
COc1cccc(C(=O)Nc2c3c(nn2-c2ccc(C)cc2)CS(=O)(=O)C3)c1
  17 | 0.0 | 11 | 2.5
CCc1ccc(CNCCNC(=O)c2cccs2)cc1
  25 | 0.1 | 8 | 0.3
COc1cc(Nc2cc(Nc3ccccc3)ncn2)cc(OC)c1OC
  8&2 | -0.1&0.0 | -36&-26 | -0.8&-2.1
CC1=C(C(=O)Nc2ccccc2C)C(c2ccccc2)C(C#N)=C(SCC(=O)Nc2ccccc2C)N1 (stereo not drawn)
  23 | 0.2 | 2 | 0.7
CN(C)c1ccc(-c2noc(C3CCN(S(=O)(=O)c4cccc(Cl)c4)CC3)n2)cc1
  12 | 0.4 | -6 | -0.4
COc1ccc(-c2cccc3c2OC(CNC(=O)CSc2nc(C)cs2)C3)nn1 (stereo not drawn)
  -16 | -0.3 | -12 | -0.1

From PubChem
